Compound activity (PubChem BioAssay)
ADAM17 inh – ADAM17 inhibitors, primary screen, biochemical, QFRET. Disintegrin and metalloproteinase domain-containing protein 17 (Homo sapiens), P78536. recombinant ADAM17, EDANS/DABCYL FRET peptide cleavage. inhibition, % at 6.95 µM. 370,000 compounds, 0.83% hits;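 active = inhibition above the mean of compounds lying between control limits plus 3 SD, set per campaign, cut at about 8.5% in these data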;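 also: 0% = DMSO-only wells as the low control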
Tn7 DDE FP – inhibitors of Tn7 peptide binding to fibrin DD(E), primary screen, biochemical, fluorescence polarization, human fibrin, Tn7 probe | FP displacement of FITC-Tn7 peptide from fibrin DD(E); 0% = median of compound wells per plate | inhibition, % at 8.3 µM | 370,000 compounds, 0.13% hits | AID 720508, 2013;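 active = inhibition above the mean of compounds falling within the control limits plus 3 SD of them, cut at about 14% in these data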;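 also: 0% = plate median of compound wells and 100% = 10 µM Aha-Tn7 peptide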
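assay system = human clot-derived fibrin DD(E) complex | quantity = Fibrin-DD(E) at 2 µM final | timing = 10 min preincubation, 3 h with tracer, room temperature | signal = fluorescence polarization | measure = percent inhibition | benchmarks = high control wells with 10 µM unlabelled Aha-Tn7 peptide (full inhibition) | replicates = singlicate testing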
LEDGF integ inh – blockers of LEDGF/p75-dependent integrase strand transfer – biochemical, TR-FRET, high throughput, primary screen; TR-FRET IN-LEDGF/p75 DNA integration, Eu/Cy5; 370,000 compounds, 0.64% hits; inhibition, % at 3.7 µM;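 active = inhibition above the screen-wide mean plus 3 SD, cut at about 13% in these data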;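 also: signal is the Cy5 over europium emission ratio at 671 and 618 nm; 0% = plate median of compound wells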
ASAP1 inh – inhibitors of human ASAP1 ArfGAP activity, primary screen, biochemical, fluorescence polarization | ASAP1-stimulated ARF1 GTP hydrolysis, GDP FP detection | inhibition, % at 16.5 µM | 360,000 compounds, 0.19% hits; in the data active = inhibition above about 25%;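 also: 0% = vehicle with enzyme and substrate and 100% = no enzyme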
Target sequence (Q9ULH1 325-724 limits assumed): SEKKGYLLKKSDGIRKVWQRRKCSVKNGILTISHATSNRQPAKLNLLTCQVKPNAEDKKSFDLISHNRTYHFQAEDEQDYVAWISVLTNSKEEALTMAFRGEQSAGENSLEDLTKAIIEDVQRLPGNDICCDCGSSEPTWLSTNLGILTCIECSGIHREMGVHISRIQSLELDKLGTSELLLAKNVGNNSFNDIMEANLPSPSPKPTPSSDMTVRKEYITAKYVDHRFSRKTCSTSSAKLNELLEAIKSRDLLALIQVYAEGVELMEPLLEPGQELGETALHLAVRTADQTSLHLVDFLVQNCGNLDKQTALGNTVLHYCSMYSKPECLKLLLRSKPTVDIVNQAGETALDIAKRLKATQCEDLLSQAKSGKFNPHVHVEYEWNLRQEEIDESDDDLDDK
ADAM10 inh – human ADAM10 inhibitors, primary screen, biochemical, QFRET, HTS | AID 720582, 2013 | inhibition, % at 7 µM | 370,000 compounds, 0.62% hits | Disintegrin and metalloproteinase domain-containing protein 10 (Homo sapiens), O14672 | recombinant ADAM10, EDANS/DABCYL FRET peptide cleavage, 3 h;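 active = inhibition above a per-campaign cutoff equal to the mean of compounds falling between control-based bounds plus 3 SD, cut at about 20% in these data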;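 also: 0% = DMSO wells while the 100% control is not disclosed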
TDP2 absorb – human TDP2 enzyme inhibitors, primary screen, biochemical, epi absorbance, recombinant enzyme; T5PNP hydrolysis, p-nitrophenol absorbance 415 nm; inhibition, % at 12.8 µM; 370,000 compounds, 0.34% hits; AID 720702, 2013;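 active = inhibition above the mean of all tested compounds plus 3 SD, set per campaign, cut at about 25% in these data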;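 also: 0% = DMSO with enzyme and 100% = buffer with substrate but no TDP2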
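Assay system: Recombinant human TDP2 | Quantity: 120 nM TDP2 per well | Incubation: 2 h at 37 °C | Signal: Epi absorbance | Evaluation: Percent inhibition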
ARFGAP1 inhibitor – inhibitors of rat ARFGAP1 GAP activity, primary screen, biochemical, fluorescence polarization, GDP tracer. 360,000 compounds, 0.26% hits. AID 651572, 2012. ADP-ribosylation factor GTPase-activating protein 1 (Rattus norvegicus), Q62848. inhibition, % at 16.5 µM. Arfgap1-stimulated ARF1 GTP hydrolysis, GDP FP detection;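 active = inhibition above a per-plate limit, mean inhibition of low control wells plus 3 SD, cut at about 25% in these data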;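 also: 0% = DMSO wells with enzyme and 100% = wells lacking Arfgap1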
Target sequence (Q62848 1-136 limits assumed): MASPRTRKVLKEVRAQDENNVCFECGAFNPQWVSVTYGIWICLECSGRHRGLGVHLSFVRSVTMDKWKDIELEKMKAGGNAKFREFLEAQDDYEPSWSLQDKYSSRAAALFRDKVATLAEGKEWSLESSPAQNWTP
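Material – truncated rat Arfgap1 GAP domain · Buffer or medium – HEPES-based buffer, pH 7.5 · Reagent – human ARF1(Δ1-17)-GTP substrate · Dosing – 16.5 µM single point, 1.26% DMSO · Schedule – GTP hydrolysis reaction 2 h at 25 °C · Technique – GDP detection by fluorescence polarization · Benchmarks – No-Arfgap1 wells (100%) versus DMSO full-reaction wells (0%) · Repeats – single replicate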
PLC-gamma1 inh – PLC-gamma1 enzyme inhibitors, primary screen, biochemical, fluorescence, purified enzyme; 1-phosphatidylinositol 4,5-bisphosphate phosphodiesterase gamma-1 (Homo sapiens), P19174; fluorogenic substrate; inhibition, % at 12.2 µM; 370,000 compounds, 0.84% hits; in the data active = inhibition above about 9.5%
DDE Tn6 FP inh – inhibitors of Tn6 peptide binding to fibrin DD(E), primary screen, biochemical, fluorescence polarization, human fibrin, Tn6 probe; Fibrinogen beta chain (Homo sapiens), P02675; Fibrin DD(E) TRITC-Tn6 fluorescence polarization displacement; inhibition, % at 8.3 µM; 370,000 compounds, 0.21% hits;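 active = inhibition above a per-campaign cutoff: mean of compounds within control limits plus 3 SD, cut at about 15% in these data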;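 also: 0% = median of all compound wells on the plate and 100% = blocking peptide control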
KLK7 zymogen act – proKLK7 zymogen activators, primary screen, biochemical, fluorescence intensity. Kallikrein-7 (Homo sapiens), P49862. purified proKLK7, EDANS-DABCYL substrate fluorescence; 100% is mature enzyme control, 0% vehicle. activation, % at 7 µM. 370,000 compounds, 0.9% hits;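 active = activation above the mean of all tested compounds plus 3 SD, computed per campaign excluding outliers beyond control limits, cut at about 13% in these data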
Target sequence (P49862 whole entry, looked up): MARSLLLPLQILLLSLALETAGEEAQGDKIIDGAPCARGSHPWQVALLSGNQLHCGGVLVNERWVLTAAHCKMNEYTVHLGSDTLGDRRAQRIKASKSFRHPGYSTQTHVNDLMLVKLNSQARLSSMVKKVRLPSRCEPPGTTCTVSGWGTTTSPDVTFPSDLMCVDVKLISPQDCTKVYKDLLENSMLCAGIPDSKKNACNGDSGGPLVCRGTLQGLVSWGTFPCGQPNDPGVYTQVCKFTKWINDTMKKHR
* = called active by the depositor; i = inactive; · = no result given.

SMILES	ADAM17 inh	Tn7 DDE FP	LEDGF integ inh	ASAP1 inh	ADAM10 inh	TDP2 absorb	ARFGAP1 inhibitor	PLC-gamma1 inh	DDE Tn6 FP inh	KLK7 zymogen act
O=C(NNC(=O)c1ccc2ncccc2c1)c1ccc(Cl)cc1	1	-8	3	9	7	0	-1	0	1	-0.3
Cc1ccc(NC(=O)NCc2cccnc2)cc1C	-2	2	1	3	1	13	10	1	5	-0.2
Fc1cccc(CSc2ccc3nnc(-c4ccccn4)n3n2)c1	-3	0	4	-5	2	12	-1	-6	-1	0.3
CCCCC(=O)Nc1ccc(NC(=O)c2cc(OC)c(OC)c(OC)c2)cn1	2	0	1	6	5	3	6	2	-1	-0.2
CC(C)Oc1cccc(C(=O)C2CCCN(Cc3cccn3-c3cccnc3)C2)c1 (centres undefined)	0	-8	2	-2	1	-6	19	-1	-2	0.8
COc1ccc(C(=O)Nc2ccccc2C(=O)N/N=C/c2ccncc2)cc1OC	0	-4	1	2	-3	8	-4	-3	-4	-0.5
Cc1ccc(C2(CC(=O)N3CCCC3)CCOC(C(C)C)C2)cc1 (centres undefined)	1	-7	4	7	2	-10	-7	2	-4	0.2
O=C(CCNS(=O)(=O)/C=C/c1ccccc1)NCCc1c[nH]c2ccccc12	-1	-4	0	-7	9	7	1	-4	3	0.1
Cn1nc(-c2ccc(OCC(=O)NCC3CCCO3)cc2)c2ccccc2c1=O (centres undefined)	-7	3	2	-5	-2	0	-1	0	3	0.2
O=C(Nc1ccccc1Cc1ccccc1)c1ccncc1	-2	-1	-6	-16	-10	-9	11	3	4	-0.2
CC(=O)c1ccc(-c2ccc(C(=O)N(C)c3c(N)n(Cc4ccccc4)c(=O)[nH]c3=O)o2)cc1	-9	-1	-3	6	-30	-1	0	-116	-1	7.5
C[C@@H]1CCCCO[C@H](CN(C)Cc2ccc(C(=O)O)cc2)[C@H](C)CN([C@@H](C)CO)C(=O)c2cc(NC(=O)Nc3ccc(C(F)(F)F)cc3)ccc2O1	-1	8	-1	7	-22	-3	25*	6	-4	-0.1
Cc1ccc(S(=O)(=O)N/N=C\c2ccccc2OCc2ccccc2)cc1	7	4	1	-6	15	5	7	-3	6	0.3
Cc1c(S(=O)(=O)N2CCCCC2)c(=O)n(C)c(=O)n1C	-2	6	-2	-19	-9	6	-11	2	7	-0.1
CC(=O)c1ccc(NC(=O)c2ccc(C)c(Br)c2)cc1	1	4	1	12	6	19	9	3	1	-0.2
COCCn1c(SCC(=O)Nc2ccc3c(c2)OCCO3)nc2c(c1=O)SC(C)C2 (centres undefined)	2	1	-1	3	-7	-6	5	0	0	0.4
CCn1c(CCC(=O)O)nc2cc(S(=O)(=O)N3CCOCC3)ccc21	-4	0	1	-11	-3	6	4	-1	-1	-0.2
CCCCn1c(=O)n(C)c(=O)c2c(C(F)(F)F)cc(-c3ccncc3)nc21	-24	-7	1	-1	-92	-7	-2	2	2	-0.6
Cc1ccc(S(=O)(=O)n2c(N)nc3cc(C)c(C)cc32)cc1	-7	-3	3	10	6	-2	2	6	-3	-0.3
O=c1cc(O)c2ccccc2n1Cc1ccccc1	-3	0	-2	4	-3	-15	12	-15	1	-0.7
CN(C)C1(CNC(=O)CC(NC(=O)c2ccccc2Cl)c2ccccc2)CCCCC1 (centres undefined)	1	-3	2	6	1	15	-1	-1	-4	-0.9
CC(C)(C)NC(=O)CN(C(=O)CN1C(=O)C(=O)c2ccccc21)C(C)(C)C	-4	-2	-3	3	-13	1	15	-2	3	0.2
CCCC(=O)N1CCCC1(C)C(=O)Nc1ccc2c(c1)CCN2C(C)=O (centres undefined)	-6	3	3	-2	-9	-1	-9	-15	-5	-2.7
Cc1[nH]nc2c1C1(C(=O)N(Cc3ccc(Cl)cc3)c3ccccc31)C(C#N)=C(N)O2 (centres undefined)	5	-6	1	10	15	-2	3	1	-5	1.2
CCN1CCc2nc(SCC(=O)Nc3ccc(OC)cc3)c(C#N)cc2C1	-8	-5	1	3	-20	1	-2	-30	-1	-0.1
O=C(CCN1C(=O)c2ccccc2C1=O)NCc1cccc(Cl)c1	-1	4	-4	14	5	-8	10	1	-6	0.2
COc1cccc(NC(=O)Cn2c(=O)n(-c3ccccc3)c(=O)c3sccc32)c1	-2	3	1	9	7	1	6	3	2	0.1
C=CCN1[C@H](CC(C)C)COc2cc(N3CCCC3)ccc2S1(=O)=O	-7	5	-2	·	-5	-2	·	2	-3	0.4
Cc1[nH]c2c(ccc3ccccc32)c1C1C(CCN)C1(C)C (centres undefined)	-12	-2	-5	2	-56	-6	-7	-15	-2	0.6
CCC(=O)Nc1cc(-c2nn3c(C)nnc3s2)ccc1C	-3	0	-2	-5	2	-1	-3	-1	0	0.2
O=[N+]([O-])c1ccc2cn(C3OC(CO)C(O)C3O)nc2c1 (centres undefined)	-7	-1	3	0	-12	4	-4	0	-2	-0.5
CCCc1cc(=O)n2[nH]c(-c3ccco3)nc2n1	-7	5	0	-6	-1	7	-1	1	0	0.5
C=C(C)CN(CC)c1nc(N)c2c(N)nc3c(c2c1C#N)CC(=O)N3C12CC3CC(CC(C3)C1)C2	-3	-5	-1	-7	-28	-1	20	-64	11	-1.8
COc1ccc(C(CNC(=O)C(CCSC)NC(=O)c2ccccc2OC)N2CCCCC2)cc1 (centres undefined)	-5	-6	2	-11	5	-4	11	2	0	0.3
NC(=O)C1CCN(c2oc(-c3ccc(F)cc3)nc2S(=O)(=O)c2ccccc2)CC1	0	-5	-3	2	-13	0	8	4	-3	-0.1
Cc1ccccc1OCC(=O)Nc1nc(-c2ccncc2)cs1	-4	8	-1	-10	-10	6	2	-15	-3	0.4

Some of the entries so far, in markdown.
| Molecule | ADAM17 inh | Tn7 DDE FP | LEDGF integ inh | ASAP1 inh | ADAM10 inh | TDP2 absorb | ARFGAP1 inhibitor | PLC-gamma1 inh | DDE Tn6 FP inh | KLK7 zymogen act |
| --- | --- | --- | --- | --- | --- | --- | --- | --- | --- | --- |
| CCN1CCc2nc(SCC(=O)Nc3ccc(OC)cc3)c(C#N)cc2C1 | -8 | -5 | 1 | 3 | -20 | 1 | -2 | -30 | -1 | -0.1 |
| O=C(CCN1C(=O)c2ccccc2C1=O)NCc1cccc(Cl)c1 | -1 | 4 | -4 | 14 | 5 | -8 | 10 | 1 | -6 | 0.2 |
| COc1cccc(NC(=O)Cn2c(=O)n(-c3ccccc3)c(=O)c3sccc32)c1 | -2 | 3 | 1 | 9 | 7 | 1 | 6 | 3 | 2 | 0.1 |
| C=CCN1[C@H](CC(C)C)COc2cc(N3CCCC3)ccc2S1(=O)=O | -7 | 5 | -2 | · | -5 | -2 | · | 2 | -3 | 0.4 |
| Cc1[nH]c2c(ccc3ccccc32)c1C1C(CCN)C1(C)C (centres undefined) | -12 | -2 | -5 | 2 | -56 | -6 | -7 | -15 | -2 | 0.6 |
| CCC(=O)Nc1cc(-c2nn3c(C)nnc3s2)ccc1C | -3 | 0 | -2 | -5 | 2 | -1 | -3 | -1 | 0 | 0.2 |
| O=[N+]([O-])c1ccc2cn(C3OC(CO)C(O)C3O)nc2c1 (centres undefined) | -7 | -1 | 3 | 0 | -12 | 4 | -4 | 0 | -2 | -0.5 |
| CCCc1cc(=O)n2[nH]c(-c3ccco3)nc2n1 | -7 | 5 | 0 | -6 | -1 | 7 | -1 | 1 | 0 | 0.5 |
| C=C(C)CN(CC)c1nc(N)c2c(N)nc3c(c2c1C#N)CC(=O)N3C12CC3CC(CC(C3)C1)C2 | -3 | -5 | -1 | -7 | -28 | -1 | 20 | -64 | 11 | -1.8 |
| COc1ccc(C(CNC(=O)C(CCSC)NC(=O)c2ccccc2OC)N2CCCCC2)cc1 (centres undefined) | -5 | -6 | 2 | -11 | 5 | -4 | 11 | 2 | 0 | 0.3 |
| NC(=O)C1CCN(c2oc(-c3ccc(F)cc3)nc2S(=O)(=O)c2ccccc2)CC1 | 0 | -5 | -3 | 2 | -13 | 0 | 8 | 4 | -3 | -0.1 |
| Cc1ccccc1OCC(=O)Nc1nc(-c2ccncc2)cs1 | -4 | 8 | -1 | -10 | -10 | 6 | 2 | -15 | -3 | 0.4 |

(next part)
SMILES	ADAM17 inh	Tn7 DDE FP	LEDGF integ inh	ASAP1 inh	ADAM10 inh	TDP2 absorb	ARFGAP1 inhibitor	PLC-gamma1 inh	DDE Tn6 FP inh	KLK7 zymogen act
Cc1ccc(NC(=O)c2cn(CCC#N)nc2-c2cccs2)c([N+](=O)[O-])c1	5	6	-2	-4	8	0	0	4	-3	-0.6
CC1=CCC(C(=O)O)(C(=O)N/N=C/c2cccnc2)C(c2ccccc2)C1 (centres undefined)	-2	-5	-4	8	-3	5	7	0	-5	0.3
Cc1ccccc1Oc1nc(-c2ccccn2)nc2ccccc12	-3	0	-3	2	-3	9	-4	1	-1	0.5
CCOC(=O)C1(Cc2cccc(Cl)c2)CCCN(C2CCN(C(C)=O)CC2)C1 (centres undefined)	-7	13	-2	-13	6	6	-5	0	3	0.1
COc1ccc([C@@H]2[C@@H]3C(=O)N(C(C)(C)C)C(=O)[C@@H]3[C@]3(Cc4ccc(Cl)cc4)C(=O)N(c4ccc(C)cc4)C(=O)N23)cc1	0	-6	3	5	5	-1	16	-1	-4	-0.1
COC(=O)c1ccccc1NC1CC(=O)N(c2c(C)cccc2C)C1=O (centres undefined)	-265	-3	2	6	i	-1	7	-147	-7	88*
CS(=O)(=O)N(CC(=O)N1CCc2ccccc2C1)c1ccc(Br)cc1	-1	-1	3	5	0	12	-7	2	-5	0.5
CCCOc1ccc(S(=O)(=O)N2CCN(C)CC2)c2ccccc12	-2	-3	5	-6	-4	1	1	-1	0	0.0
COC(=O)CSc1ncc(S(=O)(=O)c2ccccc2)c(=O)[nH]1	0	1	-5	-2	3	-10	-4	9	-12	0.5
COc1ccc(C(=O)OCCc2ccc(O)cc2)cc1	1	-5	1	-13	6	7	-2	-1	7	0.5
O=C(N/C(=C/c1ccc([N+](=O)[O-])cc1)C(=O)N1CCCC1)c1ccccc1	-1	-2	2	0	6	8	-11	-6	-4	0.4
